# LANA DNA inh – inhibitors of KSHV LANA C-terminal domain DNA binding | inhibition, % at 9 µM | MBP-C-LANA/FAM-LBS DNA binding, fluorescence polarization | 340,000 compounds, 0.078% hits | AID 504423;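 active = highest replicate inhibition at or above 60% at 9 µM, even if other replicates fall short; inactive = all replicates below 60% inhibition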;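 note: 0% = neutral control wells and 100% = 4 µM acridine orange control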
# PvdQ acylase – P. aeruginosa PvdQ acylase inhibition; inhibition, % at 10 µM; 340,000 compounds, 0.063% hits; purified PvdQ acylase, fluorescence plate reader; AID 488965; in the data active = inhibition above about 30%, passing the limit was not always enough; inconclusive = no clear call, values can overlap the other calls;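 note: 0% = vehicle neutral wells and 100% = reference inhibitor wells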
# CDK5 p35 inh – blocks human CDK5/p35 kinase activity | Q00535+Q15078 | Recombinant CDK5/p35, ADP-Glo luminescence, 60 min | inhibition, % at 10 µM | 330,000 compounds, 0.01% hits | AID 488839;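 active = highest replicate inhibition of at least 50% and at least 75% of replicates reaching 50%; inconclusive = only one of the two criteria met; inactive = both criteria failed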;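 note: plate controls were DMSO neutral control for no effect and GW8510 at 10 µM for full effect; many of its hits are not listed in these tables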
# Target sequence (Q00535 whole entry, looked up): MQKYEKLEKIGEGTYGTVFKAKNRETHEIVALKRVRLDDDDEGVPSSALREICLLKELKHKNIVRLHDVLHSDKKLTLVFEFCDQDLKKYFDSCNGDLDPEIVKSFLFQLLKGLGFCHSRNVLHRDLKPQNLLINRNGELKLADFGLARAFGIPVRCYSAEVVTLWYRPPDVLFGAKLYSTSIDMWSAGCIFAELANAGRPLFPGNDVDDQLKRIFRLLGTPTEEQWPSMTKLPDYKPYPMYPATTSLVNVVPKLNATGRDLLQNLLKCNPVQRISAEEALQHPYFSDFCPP
# Target sequence (Q15078 whole entry, looked up): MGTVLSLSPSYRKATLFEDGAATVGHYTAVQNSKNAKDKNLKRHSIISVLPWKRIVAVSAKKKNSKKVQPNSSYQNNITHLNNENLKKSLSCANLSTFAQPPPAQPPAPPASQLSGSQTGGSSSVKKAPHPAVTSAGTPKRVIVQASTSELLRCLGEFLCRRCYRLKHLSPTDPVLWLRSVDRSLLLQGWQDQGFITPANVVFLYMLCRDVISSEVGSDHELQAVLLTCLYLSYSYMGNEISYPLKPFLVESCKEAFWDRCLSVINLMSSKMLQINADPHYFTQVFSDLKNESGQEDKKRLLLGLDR
# Keap1-Nrf2 PPI – Keap1-Nrf2 (human) interaction inhibition. 340,000 compounds, 0.15% hits. AID 504523. Q14145. inhibition, % at 9.4 µM. Keap1 Kelch-Nrf2 peptide fluorescence polarization, 1536-well; in the data active = inhibition above about 12%; inconclusive = no clear call, values can overlap the other calls; inactive = below about 7.3%;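 note: human Keap1 Kelch domain with fluorescein labeled Nrf2 9mer peptide probe; 0% = neutral control wells and 100% = peptide positive control; higher means more block of Keap1 binding to Nrf2 peptide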
# Rtt109 Vps75 – inhibitors of Candida albicans Rtt109/Vps75 histone acetyltransferase; 330,000 compounds, 0.16% hits; purified Rtt109/Vps75, ThioGlo CoA-SH fluorescence, 4 h; Q5AAJ8; inhibition, % at 34.9 µM;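 active = inhibition of at least 50% in every replicate; inconclusive = best replicate reaches 50% inhibition but some replicates fall short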
# Target sequence (Q5AAJ8 whole entry, looked up): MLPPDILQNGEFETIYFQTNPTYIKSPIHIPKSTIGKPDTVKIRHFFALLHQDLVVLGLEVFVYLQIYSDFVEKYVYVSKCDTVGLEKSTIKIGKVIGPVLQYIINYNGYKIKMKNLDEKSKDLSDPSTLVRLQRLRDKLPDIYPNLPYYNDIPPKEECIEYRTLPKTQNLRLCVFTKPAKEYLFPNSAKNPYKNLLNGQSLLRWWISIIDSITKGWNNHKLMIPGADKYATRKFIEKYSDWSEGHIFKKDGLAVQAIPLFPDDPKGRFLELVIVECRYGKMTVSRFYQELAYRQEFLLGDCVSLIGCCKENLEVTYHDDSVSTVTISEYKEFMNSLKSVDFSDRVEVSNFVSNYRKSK
# Mot1-301 SUMO – inhibitors of SUMOylation pathway: yeast Mot1-301 growth rescue. S. cerevisiae Mot1-301 growth rescue, ATP luminescence, 38.5C; percent above DMSO median, 100 means doubled. growth rescue, % at 18.8 µM. 320,000 compounds, 1% hits. AID 2716;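 active = every valid replicate shows activation above 250% relative to neutral control wells; inactive = the rest, any valid replicate at or below 250%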;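 note: OY570 slx delta 5 strain wells were the positive control but not used for scaling; some compounds called inactive have numbers as strong as hits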
# cardiac RTF act – increases calcium sensitivity of human cardiac regulated thin filaments; IANBD-labeled TnC RTF fluorescence at EC20 calcium; 0% EC20 calcium, 100% full calcium; activation, % at 7.2 µM; 340,000 compounds, 0.24% hits; AID 493008;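 active = activation above the mean over all tested compounds plus 3 SD, cut at about 30% in these data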;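 note: rise in fluorescence read as greater calcium sensitivity of cardiac thin filaments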
# NSD2 inh – NSD2 (human) methyltransferase inhibition. O96028. NSD2 peptide methylation, AlphaScreen, 120 min. inhibition, % at 12.5 µM. 310,000 compounds, 0.54% hits. AID 743445; in the data active = inhibition above about 50%
# dFosB activator – mouse delta FosB homodimer activation | P13346 | purified delta FosB, TAMRA-CDK5 oligo fluorescence polarization; percent of positive-control signal above neutral wells | activation, % at 25 µM | 340,000 compounds, 0.99% hits | AID 493131;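 active = mean activation above about 17%, with every replicate also reaching it, limit read from the data, passing the limit was not always enough; inconclusive = only one of the two conditions met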;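 note: fluorescence polarization rise as delta FosB binds a TAMRA Cdk5 AP-1 oligo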
# Cardiac RTF inh – cardiac RTF calcium desensitization | P19429+P45379 | IANBD-labeled cardiac RTF, Ca2+ fluorescence | inhibition, % at 7.15 µM | 340,000 compounds, 0.12% hits;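 active = inhibition above the mean inhibition of all tested compounds plus 3 SD, cut at about 17% in these data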;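 note: assay run at fixed EC70 calcium of 1.6 mM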
# PfHsp90 yeast 2 – growth inhibition of yeast expressing Plasmodium Hsp90. S. cerevisiae expressing PfHsp90, BacTiter-Glo ATP, 48 h; yeast lacking PDR1 and PDR3 efflux regulators. inhibition, % at 9.4 µM. 310,000 compounds, 0.32% hits. AID 504621;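 active = every replicate shows inhibition above about 80%, whatever the replicate mean, limit read from the data; inconclusive = mean inhibition reaches the set limit but some replicate falls short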;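 note: 0% = DMSO neutral controls and 100% = 20 µM radicicol positive controls; yeast relying on Plasmodium falciparum Hsp90 in place of its own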
# The depositor's hits bear a star; ? = inconclusive; / = no result given; & = joins results of further samples.
SMILES,LANA DNA inh,PvdQ acylase,CDK5 p35 inh,Keap1-Nrf2 PPI,Rtt109 Vps75,Mot1-301 SUMO,cardiac RTF act,NSD2 inh,dFosB activator,Cardiac RTF inh,PfHsp90 yeast 2
CCn1ccc(C(=O)Nc2ncc(C)s2)n1,-0.3,0,0.5,-1,1,-3,2,1,8,-14,5
CN(Cc1ccccc1)Cc1nc2c([nH]1)c(=O)n(C)c(=O)n2C,1.0,-3,1.1,-1,1,-26,8,-7,-7,-7,/
CC(C)(C)c1cc(C(=O)N/N=C/c2ccncc2)n[nH]1,1.1,-14,1.6,-7,-4,1,1,55*,0,1,-16
COc1ccc(CSc2nc3ccccc3[nH]2)cc1,-0.4,-8,1.6,4,0,12,4,-1,-5,-27,-6
Cc1cccc(N(Cc2ccc(Cl)cc2)S(C)(=O)=O)c1,0.5,-8,-0.7,-5,-3,-10,-2,-9,-4,-5,-32
Cc1cc2cc(CN(CC3CCCO3)C(=S)Nc3ccccc3)c(=O)[nH]c2cc1C (stereo not given),-2.8,-15,-0.1,-6,9,-1,2,-3,-8,-5,-33
Cn1c(NCCCO)nc2c1c(=O)n(Cc1ccccc1F)c(=O)n2C,1.3,-4,0.5,-1,-11,-9,1,0,0,-4,1
O=C(CCS(=O)(=O)Cc1ccccc1F)NCc1ccccc1Cl,-1.1,-5,-0.6,1,-1,37,1,6,18*,7,11
CCCCCC(=O)N1CCN(CCN=CC2=C(O)CC(c3ccc(OC)cc3)CC2=O)CC1 (stereo not given),2.1&-0.9,-28&-14,-1.3&0.9,2&-6,-3&2,8,9&4,-1&23,-1&-3,-6&-3,-2&6
CN(C)CCCN(C(=O)c1ccc(S(=O)(=O)N2CCCCCC2)cc1)c1nc2ccc(Br)cc2s1,-0.4,11,1.3,-1,12,-40,-3,-4,41*,-3,-8
O=C(O)CCCNC(=O)/C(=C\C=C\c1ccccc1)NC(=O)c1ccccc1Cl,-0.3,0,0.4,-1,-10,12,-6,-3,-1,1,-5
CN(C(=O)CSc1nc(-c2ccccc2)c(-c2ccccc2)o1)C1CCS(=O)(=O)C1 (stereo not given),-0.3,-9,0.1,-2,0,543*,-2,1,-3,-9,-16
C#CCOc1ccc(/C=C2/C(=O)ON=C2C)cc1OCC,-1.5,-20,-0.3,-3,0,-21,-2,4,3,0,16
O=C(c1cccc(NC2=NC3CS(=O)(=O)CC3S2)c1)N1CCN(c2cccc(Cl)c2)CC1 (stereo not given),-0.4,-9,-0.1,-2,6,-4,0,/,-10,-1,-4
CCn1c(SCc2ccc(F)cc2)nnc1-c1nn(-c2ccccc2)ccc1=O,0.1,8,0.1,0,-1,6,-7,1,1,3,-3
Cc1cc(=O)c2cc(Br)ccc2[nH]1,-0.1,-13,0.8,-1,-5,22,-2,-1,4,-60,/
CCOC(=O)Cc1csc(NC(=O)CSc2nnc(-c3cccnc3)n2Cc2ccco2)n1,-0.5,1,-0.2,1,-4,-1,0,0,-6,-5,22
O=C(NN=Cc1ccccc1)C(Oc1ccccc1)c1ccccc1 (stereo not given),-0.4,1,1.3,-2,-1,/,-6,-1,-8,-11,12
CC1CCN(S(=O)(=O)c2ccc(C(=O)Nc3nnc(-c4ccco4)o3)cc2)CC1,0.8,10,-0.4,-3,18,1,-1,-3,-5,5,-4
Cc1[nH]n(-c2c(Cl)cc(Cl)cc2Cl)c(=O)c1C=Nc1ccc(S(=O)(=O)N2CCOCC2)cc1,0.0,4,0.4,2,1,7,-5,1,0,-5,-2
O=C(Nc1ccc(Cl)c(S(=O)(=O)N2CCCCC2)c1)c1cnccn1,-0.9,-5,-1.1,-5,5,-12,-2,-1,-18,0,0
O=C(c1cc(-c2ccco2)nc2ccccc12)N1CCN(c2ccc(F)cc2)CC1,-1.6,-9,2.9,-4,7,1,4,3,-9,0,-12
Cn1c(=O)c2c(nc(NCCCN3CCOCC3)n2Cc2cccc(Cl)c2)n(C)c1=O,-1.2,-8,-1.4,2,-9,-16,-4,2,-1,-3,/
O=C(CC(=O)N/N=C/c1ccc(C(=O)O)cc1)NCCc1ccccc1,-0.7,-4,-0.8,-1,1,14,0,-3,5,3,-15
CCCOc1ccc(C(=O)CCC(=O)NNC(=O)c2ccncc2)cc1,-0.9,-18,-1.9,-4,4,-5,-1,26,5,3,-15
CCCCOC(=O)C1[C@H]2C(=O)N(Cc3cccs3)C[C@]23C=C[C@H]1O3 (stereo not given in full),0.1,-13,1.1,-4,1,29,6,-2,-4,-7,4
CCc1c(C)c2c(C)nn(-c3ccccc3)c2oc1=O,-2.1,-12,-2.0,-4,-1,27,-6,-1,-19,-1,-11
CCC(C)C(NC(=O)C1CCC(C)CC1)C(=O)NC(C(=O)OC)C(C)C (stereo not given),-1.0,10,-0.5,1,3,-7,-1,-2,0,-4,16
N=c1c(S(=O)(=O)c2ccc(Cl)cc2)cc2c(=O)n3ccccc3nc2n1C1CCCCC1,11,-6,-2.1,25*,-19,13,-2,0,-1,2,15
COc1ccc(CCN=C(N)NS(=O)(=O)c2ccccc2)cc1OC,-1.2,-3,0.2,-3,-2,22,11,-1,-5,3,12
CC1Cc2nc(SCC(=O)N3CCc4ccccc43)n(C)c(=O)c2S1 (stereo not given),4.9,-11,1.0,2,-7,1,1,0,-6,-3,-22
COc1ccc(NC(=O)c2c(C(F)(F)F)nn(C)c2Cl)cc1,-0.3,-12,-0.3,-1,-6,152,/,0,5,/,-6
CC(C)CN1CCN(Cc2cccc3cccnc23)CC1CCO (stereo not given),1.1,10,-0.9,-5,8,38,0,-4,-6,2,7
COc1cc(/C=C2\SC(=S)N(Nc3ncc(C(F)(F)F)cc3Cl)C2=O)cc(OC)c1OC,-1.8,5,-1.6,-2,1,-1,-2,4,-2,-1,5
O=C(N/C(=C/c1cccc([N+](=O)[O-])c1)C(=O)N1CCCCC1)c1cccs1,-0.6,-17,0.4,-1,0,14,1,-3,2,-7,-1
COCCn1c(N)c(N(Cc2ccccc2)C(=O)C2=COCCO2)c(=O)[nH]c1=O,0.2,9,-0.8,1,6,18,-3,-2,0,-9,0
Nc1nc2c(s1)COc1ccccc1-2,-0.4,-9,-5.1,-2,-1,-5,9,6,3,-14,-11
Cn1c(=O)cc(OCCCC(=O)NCc2ccco2)c2ccccc21,-1.3,8,-0.1,-9,3,-4,0,1,-11,-2,-11
COc1ccccc1C(=O)NC(=O)COC(=O)CCNS(=O)(=O)c1ccccc1,1.5,-8,-1.0,-2,-9,-16,-2,0,-6,-14,/
FC(F)(F)c1ccc(-n2ccnc2)nc1,0.3,12,0.9,8,-16,424,-6,-2,-11,0,10
COc1ccccc1N(C)C(=O)c1cc(S(=O)(=O)N2CCc3ccccc32)cn1C,-0.6,-3,1.3,3,8,6,-5,/,-4,2,-14
Cc1cc(C)cc(NC(=O)CSc2nc(=O)n(CCN3CCOCC3)c3c2CCCC3)c1,0.1,-13,-2.1,-2,-2,15,-5,0,-4,-2,4
Cc1ccc(C(=O)c2cc3ccccc3o2)cc1C,1.7,-9,-1.0,-9,5,-15,-3,1,-5,-5,-9
COc1ccc(/C=C/C(=O)Nc2nc(C)c(C(=O)N(C)C)s2)cc1OC,0.1,-16,-2.2,-3,-23,10,-2,0,5,-4,-58
Cc1nc2c(-c3ccc(F)cc3)c(C)[nH]n2c(=O)c1Cl,1.5,1,0.0,0,11,5,-6,1,-11,1,10
CCOc1ccc(-c2noc(CCCC(=O)NCC3CCCO3)n2)cc1OC (stereo not given),1.3,2,-0.7,2,-5,9,-2,-2,-2,0,-2
Cc1cccn2c(=O)c3cc(C(=O)NC4CCS(=O)(=O)C4)sc3nc12 (stereo not given),-1.5,-3,0.1,-1,-119,-13,-3,/,-26,3,-3
Cc1ccc(C(=O)N/C(=C\c2ccc(-c3cccc([N+](=O)[O-])c3)o2)C(=O)NCCCN(C)C)cc1,1.1,-12,0.6,2,-3,12,-3,12,15,-7,4
Cc1cc(C(=O)OCC(=O)Nc2cc(C(F)(F)F)ccc2N2CCOCC2)c(C)o1,-0.8,-12,0.5,-3,-4,3,-1,-2,-13,-9,9
CC(=O)c1ccc(NC(=O)CSc2nnc(NC(=O)C3CC3)s2)cc1,-0.4,-21,-1.0,3,-9,108,6,0,14,0,-30
Cc1cc(C)c(S(=O)(=O)N(C)CC(=O)N2CCCCC2)c(C)c1,1.2,-1,-0.5,2,-14,-27,-4,-1,0,2,29
CN(C)S(=O)(=O)c1ccc(Cl)c(NC(=O)CN2CCc3ccccc3C2)c1,0.0,-9,0.6,-4,-8,-15,5,-2,-7,-1,-35
Cc1ccc(S(=O)(=O)N2CCCC(C(=O)NCC(C)C)C2)cc1 (stereo not given),0.7,-10,-0.4,-3,6,1,2,-1,5,-10,-4
Cc1nnc(SCC2=C(C(=O)O)N3C(=O)C(NC(=O)Cc4ccccc4)C3SC2)s1 (stereo not given),2.0,-9,-2.1,-3,4,17,1,5,-3,-11,8
S=c1[nH]nc(C2CCCCC2)n1/N=C/c1cccc(Cl)c1Cl,2.0,5,3.3,1,0,-18,-8,1,-12,4,-21
CNCCCOc1ccc2c(c1)CCC2,0.7,-2,-0.4,2,4,-3,5,61*,6,-11,-5
COC(=O)c1ccc(N=NNc2ccc(C(=O)OC)cc2)cc1,-0.8,-7,-0.1,2,7,-8,11,-2,7,-10,-13
Cc1cc(NC(=O)COc2c(C)cccc2C)no1,-1.1,0,0.4,-1,10,4,-5,1,-4,-2,/
O=c1c2ccccc2ncn1-c1ccc([N+](=O)[O-])cc1[N+](=O)[O-],-0.1,-11,1.2,2,8,-14,1,-2,2,-9,-30
Nc1cccnc1Oc1ccc(F)cc1,1.0,-10,-1.3,-7,-3,-6,7,38,-13,-4,-13
# Next structures:
SMILES,LANA DNA inh,PvdQ acylase,CDK5 p35 inh,Keap1-Nrf2 PPI,Rtt109 Vps75,Mot1-301 SUMO,cardiac RTF act,NSD2 inh,dFosB activator,Cardiac RTF inh,PfHsp90 yeast 2
COc1cc(/C=C2/SC(N)=NC2=O)ccc1Oc1ccc([N+](=O)[O-])cc1[N+](=O)[O-],0.3,-9,2.0,-5,-3,3,-3,-1,?,3,-32
COc1ccccc1-c1oc2ccccc2c1-c1ccccc1OC,-2.4,-3,0.4,2,-4,5,-2,/,-2,-3,/
C=CCn1c(CCc2cc(C(C)(C)C)c(O)c(C(C)(C)C)c2)n[nH]c1=S,0.9,-1,1.6,-3,5,25,-2,-1,-20,5,-3
Cc1cc(NC(=O)c2cncc(Br)c2)n(-c2ccccn2)n1,0.0,-6,1.8,1,-10,/,-10,-3,-20,-14,11
CC12COC3(C(N)=O)CC1CCC32C (stereo not given),0.3,8,-1.1,-1,/,10,-7,-1,-7,-4,4

# High-throughput results from PubChem BioAssay.
